PPC-1+TRAIL kill – compounds killing PPC-1 cancer cells with TRAIL present (potentiator screen, no TRAIL-free arm); PPC-1 cells + TRAIL, ATPLite viability luminescence; cell killing (% activity), % at 4 µM; 220,000 compounds, 0.41% hits; AID 1443;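 active = cell killing above 50% in the first pass at 4 µM, then a duplicate retest at 5 µM averaging 50% or more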;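 also: plate controls were cells with TRAIL plus DMSO for no effect and medium-only wells lacking cells for full effect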
Furin inhibitor – blocks human furin protease activity; inhibition, % at 30 µM; AID 463115; P09958; purified furin, fluorogenic substrate cleavage; 220,000 compounds, 0.061% hits; in the data active = inhibition above about 25%; also: inactives centre near -15
Target sequence (P09958 108-714 limits assumed): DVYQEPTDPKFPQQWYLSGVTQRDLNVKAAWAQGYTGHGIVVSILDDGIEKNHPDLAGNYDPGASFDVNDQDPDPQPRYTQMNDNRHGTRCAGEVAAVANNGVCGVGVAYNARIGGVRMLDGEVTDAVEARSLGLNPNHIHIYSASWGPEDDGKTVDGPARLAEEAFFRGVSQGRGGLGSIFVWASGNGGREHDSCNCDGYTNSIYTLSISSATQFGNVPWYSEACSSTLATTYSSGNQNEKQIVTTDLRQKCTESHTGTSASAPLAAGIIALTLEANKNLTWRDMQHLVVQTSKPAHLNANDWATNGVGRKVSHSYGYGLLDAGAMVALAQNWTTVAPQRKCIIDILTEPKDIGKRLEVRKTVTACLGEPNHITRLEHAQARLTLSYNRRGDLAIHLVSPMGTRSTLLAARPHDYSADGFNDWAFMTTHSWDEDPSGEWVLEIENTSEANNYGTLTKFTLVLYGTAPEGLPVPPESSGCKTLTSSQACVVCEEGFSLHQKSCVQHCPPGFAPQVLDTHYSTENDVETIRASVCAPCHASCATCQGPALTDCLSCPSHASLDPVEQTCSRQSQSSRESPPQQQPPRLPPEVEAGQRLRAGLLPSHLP
m-calpain inh – calpain II (pig) inhibition. 220,000 compounds, 0.37% hits. AID 1236. purified calpain II, fluorogenic peptide substrate, 30 min. inhibition, % at 16 µM;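 active = inhibition above about 50%, limit read from the data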
TRPN1 ag – activates the zebrafish TRPN1 channel; HEK293 zebrafish TRPN1-YFP, Fluo-8 calcium fluorescence; 100% = response to 87 µM carbachol; activation, % at 3 µM; 220,000 compounds, 0.18% hits; AID 1424;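 active = activation above its plate's cutoff, the mean activation of test wells on that plate plus 3 SD, cut at about 19% in these data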;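 also: 0% = DMSO alone and 100% = 87 µM carbachol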
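Material – zebrafish TRPN1-YFP in HEK293 cells · Doses – 3 µM single point · Schedule – dye 1 h 37 °C plus 30 min RT · Signal – Fluo-8 calcium fluorescence, excitation 470-495 nm, emission 515-575 nm · Read-out – % activation versus carbachol response · Control set – carbachol high, DMSO low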
TRPML3 agonist – agonists of human TRPML3 channel | activation, % at 3 µM | HEK293 TRPML3-YFP, Fluo-8 calcium fluorescence; 100% = the carbachol control signal | AID 1448 | 220,000 compounds, 0.29% hits;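 active = activation above its plate's cutoff, the mean activation of the plate's test wells plus 3 SD, cut at about 12% in these data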;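 also: 0% = DMSO only wells and 100% = carbachol wells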
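Material: HEK293 cells stably carrying human TRPML3-YFP; compound dosing: single dose, 3 µM final nominal compound, 0.3% DMSO final; incubation: 1-h 37 °C dye load, 5-s basal, 120-s post-compound reads; technique: Fluo-8 intracellular calcium fluorescence, excitation 470-495 nm, emission 515-575 nm; read-out basis: percent activation from peak-to-basal fluorescence ratio, scaled between DMSO and carbachol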
TbHK1 inh – blocks Trypanosoma brucei hexokinase 1 activity; inhibition, % at 10 µM; 220,000 compounds, 0.11% hits; recombinant TbHK1, G6PDH-coupled NADH A340;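 active = inhibition of 50% or more in the single-dose primary screen; inactive = inhibition below 50%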
Thrombin inh – thrombin (human) inhibition. P00734. alpha-thrombin, Boc-VPR-AMC fluorogenic substrate cleavage. inhibition, % at 5 µM. 220,000 compounds, 0.26% hits. AID 1046;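 active = inhibition at or above 40%; inactive = inhibition below 40%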;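 also: 0% = enzyme with no compound and 100% = wells without enzyme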
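Material: human alpha-thrombin enzyme / Medium: pH 7.5 Tris (50 mM) with NaCl 150 mM, Tween 20 0.05% / Compound: single-point dosing at 5 µM, 0.2% DMSO / Incubation: enzyme reaction carried out at room temperature / Detection: AMC fluorescence, 355/460 nm / Read-out basis: percent inhibition scaled between no-compound controls and no-enzyme blanks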
Cl transport mod – modulators of human KCC2 chloride dependent transport. KCC2 cells, thallium flux FluoZin-2 fluorescence. B-score of Tl+ flux slope (higher = more flux/activation; lower = inhibition) at 10 µM. 190,000 compounds, 2.2% hits. AID 1456;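 active = thallium flux slope and its plate-corrected score both differing from the plate sample mean at a set confidence after two filtering rounds, in either direction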;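 also: slope of fluorescence scaled to starting intensity during 10 to 20 s after thallium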
EBV gp42 inh – inhibitors of Epstein-Barr virus glycoprotein 42; inhibition, % (tested at 21.74 µM); Fluorescence polarization binding assay, mP read-out; Q1HVG2; 220,000 compounds, 0.42% hits; in the data active = inhibition above about 50%
Target sequence (Q1HVG2 whole entry, looked up): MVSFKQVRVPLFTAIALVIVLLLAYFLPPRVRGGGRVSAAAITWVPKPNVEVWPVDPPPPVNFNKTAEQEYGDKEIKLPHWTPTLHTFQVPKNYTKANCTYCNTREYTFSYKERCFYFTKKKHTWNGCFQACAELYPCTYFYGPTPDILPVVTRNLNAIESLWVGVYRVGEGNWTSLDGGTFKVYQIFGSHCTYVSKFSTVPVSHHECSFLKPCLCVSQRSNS
* hit, by the source's call; i = inactive; nt = not tested or not shown; [ ] = remark or other dose.

Structure | PPC-1+TRAIL kill | Furin inhibitor | m-calpain inh | TRPN1 ag | TRPML3 agonist | TbHK1 inh | Thrombin inh | Cl transport mod | EBV gp42 inh
CN(C)/C=N/NC(=O)c1ccccc1 | 6.4 | -24.7 | -9.6 | 0.8 | -0.4 | -3.1 | -5.5 | -0.111 | -14.0
O=C(/C=C/c1ccccc1)NCC(=O)N/N=C\c1cccnc1 | 0.9 | -23.5 | -0.2 | 1.7 | 0.9 | -4.2 | -2.0 | -0.764 | -13.5
O=C(CCCn1cnc([N+](=O)[O-])n1)Nc1cccc(Cl)c1Cl | -0.4 | -16.7 | 18.6 | -1.6 | 0.3 | 37.5 | -15.2 | 0.828 | -16.4
O=C(Nc1ccc(Oc2cccnc2)cc1)c1ccc([N+](=O)[O-])cc1 | 18.3 | -17.7 | 15.2 | 4.0 | 1.8 | 1.2 | -2.8 | 0.667 | -10.0
O=C(Nc1ccccc1N1CCOCC1)c1ccc2nc[nH]c2c1 | 13.8 | -18.3 | -8.5 | 1.6 | 1.0 | -7.1 | 56.5* | -0.362 | -3.8
CCOc1ccccc1-c1nc2c(C(C)(C)C)nn(C)c2c(=O)[nH]1 | 4.3 | -22.4 | -90.6 | 0.3 | 0.4 | -0.4 | -12.2 | 1.32 | -11.8
Cc1ccccc1C(=O)NC(C)C(c1cccs1)N1CCOCC1 (stereo not drawn) | 15.3 | -31.2 | -23.6 | 2.2 | -0.2 | -1.8 | 1.9 | 1.07 | -0.5
Cc1ccc(N(C(=O)C(F)(F)F)C(C(=O)NC2CCCCC2)c2ccncc2)cc1C (stereo not drawn) | 14.4 | -28.0 | -11.0 | -0.2 | 0.7 | 9.3 | 0.8 | 0.543 | -5.2
O=C1CC(N2CCC(c3nc4ccccc4o3)CC2)C(=O)N1Cc1cccs1 (stereo not drawn) | 3.6 | 26.6*[20 µM] | -5.5 | 1.3 | 1.8 | -6.5 | 2.5 | -0.266 | -0.2
COc1ccc(CCNS(=O)(=O)c2ccc3c(c2)CC(C)N3C(C)=O)cc1OC (stereo not drawn) | 25.0 | -12.5 | 3.1 | 3.5 | 1.1 | -5.0 | 0.2 | nt | -5.6
CC(=O)c1ccc(NC(=S)N2CCCCCC2)cc1 | 36.1 | -24.7 | -1.4 | 0.6 | 1.1 | -6.2 | 2.3 | -0.0115 | -10.2
O=C(Nc1nc2c(s1)CCCC2)c1nn(Cc2ccccc2)c(=O)c2ccccc12 | 9.1 | -18.8 | 4.1 | 0.9 | 1.0 | -11.8 | -6.7 | -0.388 | -19.7
CCCC(c1nnnn1Cc1ccc(OC)cc1)N1CCN(c2ccccc2OC)CC1 (stereo not drawn) | 0.6 | -17.6[20 µM] | 5.2 | -2.0 | -1.1 | -0.3 | -6.3 | -0.456 | -8.6
O=C(c1ccc(OC2CCN(CCc3ccccc3)CC2)cc1)N1CCCC(CO)C1 (stereo not drawn) | 3.2 | -5.4 | -9.9 | 0.2 | 0.8 | 2.1 | -1.0 | 0.548 | -19.2
COc1ccc(-c2ccnc3ncnn23)cc1 | -3.2 | -96.7 | -491.9 | -1.4 | 0.5 | -25.0 | -10.8 | 0.531 | -1.1
CC12CC3CC(C)(C1)CC(NCc1ccncc1)(C3)C2 | -2.6 | -14.3 | 21.2 | 1.0 | 0.9 | 9.2 | 3.9 | 0.531 | -2.3
Cn1c(CCCOc2ccc(Cl)cc2Cl)nnc1SCC(=O)Nc1ccc(F)c(Cl)c1 | 21.5 | -4.2 | -4.5 | 0.3 | 0.2 | 0.7 | -9.8 | 0.0165 | -6.5
O=C(OCCN(CCOC(=O)c1ccncc1)S(=O)(=O)c1cccs1)c1ccncc1 | 1.9 | -17.2[20 µM] | -32.9 | -0.3 | 1.5 | -2.5 | -0.3 | -0.119 | -12.4
Cc1cc(N(CN2CCCC2=O)C(=O)c2ccc(OC(C)C)cc2)no1 | 1.5 | -21.8 | -22.0 | 0.2 | 0.3 | 2.3 | 3.3 | 0.648 | -2.8
CCOC(=O)C1C(=O)NC(c2ccccc2)=NC1c1ccc(O)c(OC)c1 (stereo not drawn) | -14.3 | -29.7 | 2.7 | -1.0 | 0.8 | -1.7 | -13.0 | -1.35 | -9.6
O=C(CN1CCOCC1)NN=C1CCCCCCCCCCC1 | 5.9 | -2.0 | -1.7 | -1.1 | 0.5 | 30.5 | -9.2 | 0.372 | -6.3
COc1cc(C2CC(=O)C=C(O)C2)cc(OC)c1OC (stereo not drawn) | -9.3 | -21.4[20 µM] | -22.1 | 0.2 | 0.7 | -9.1 | -2.8 | 0.1 | -2.5
C/C(=N\O)C(=O)OC1CC(C)CCC1C(C)C (stereo not drawn) | 14.2 | -22.9 | 31.7 | -2.2 | -0.3 | 5.1 | 0.9 | -0.308 | -5.3
Cc1ccccc1NC(=O)c1c([N+](=O)[O-])c(C(C)(C)C)nn1C | 0.0 | -5.8 | -3.1 | 0.7 | 0.6 | 3.9 | -2.6 | -1.67 | -1.8
O=C(CN1C2=NCCCN2c2ccccc21)c1ccc([N+](=O)[O-])cc1 | 19.9 | -26.9 | -2.4 | 0.4 | 0.6 | -0.2 | 1.2 | nt | -17.6
Cn1c(=O)n(C)c2cc(NC(=O)COc3ccc(Cl)cc3)ccc21 | 15.8 | -12.4 | 38.8 | 3.0 | 1.5 | 5.6 | -0.2 | 0.638 | -0.6
C/C(=N\Nc1ccc([N+](=O)[O-])cc1[N+](=O)[O-])c1cc2c(ccc3ccccc32)oc1=O | -0.8 | -25.6 | 7.0 | 0.8 | 1.0 | -13.8 | -2.9 | 0.253 | -11.4
COc1ccc(OCCC(=O)N2CCOCC2)cc1 | 13.0 | -18.7 | -8.4 | 1.9 | 0.4 | -3.9 | -0.5 | -0.422 | -14.0
COc1cccc(C2=CC(c3ccc(N(C)C)cc3)n3ncnc3N2)c1 (stereo not drawn) | -13.0 | -15.5 | 27.1 | 2.4 | 1.8 | -5.6 | -6.6 | nt | -8.8
Cc1ccc(OCc2ccc(Br)cc2)c([N+](=O)[O-])n1 | 11.5 | -11.2 | 22.7 | -0.6 | -0.7 | -8.7 | -1.3 | -0.42 | -8.9

Compound profiles, from the list above:
Profile of `COc1ccc(CCNS(=O)(=O)c2ccc3c(c2)CC(C)N3C(C)=O)cc1OC` (stereo not drawn) → PPC-1+TRAIL kill = 25.0; Furin inhibitor = -12.5; m-calpain inh = 3.1; TRPN1 ag = 3.5; TRPML3 agonist = 1.1; TbHK1 inh = -5.0; Thrombin inh = 0.2; Cl transport mod = nt; EBV gp42 inh = -5.6
Profile of `Cc1ccccc1NC(=O)c1c([N+](=O)[O-])c(C(C)(C)C)nn1C` → PPC-1+TRAIL kill = 0.0; Furin inhibitor = -5.8; m-calpain inh = -3.1; TRPN1 ag = 0.7; TRPML3 agonist = 0.6; TbHK1 inh = 3.9; Thrombin inh = -2.6; Cl transport mod = -1.67; EBV gp42 inh = -1.8

Remaining list, next part:
Every second line gives: PPC-1+TRAIL kill	Furin inhibitor	m-calpain inh	TRPN1 ag	TRPML3 agonist	TbHK1 inh	Thrombin inh	Cl transport mod	EBV gp42 inh
O=C(CSc1nc(-c2ccco2)cc(C(F)(F)F)n1)N1CCN(Cc2ccccc2)CC1
    7.4	-7.2	-62.0	0.6	0.5	-39.8	-10.9	nt	3.1
O=c1[nH]c(C(Cl)Cl)nc2sc3c(c12)CCN(Cc1ccccc1)C3
    19.7	-14.6	-126.9	0.3	0.3	-1.5	-2.3	-0.35	56.2*
O=C(CC1CC2CCC1C2)OCC(=O)c1c[nH]c2ccccc12 (stereo not drawn)
    9.9	-10.1[20 µM]	78.7*	0.7	1.3	11.7	4.9	-2.38	-9.6
COc1ccc(CC(=O)N2CCNC2=O)cc1
    5.9	-19.6	14.0	0.7	0.3	-2.3	2.8	nt	-4.8
Cc1ccc2nc3nc(NCC4CCCO4)c(C(=O)NC4CCCCC4)cc3c(=O)n2c1 (stereo not drawn)
    nt	-76.2	i	-0.1	0.4	-2.9	-24.9	0.527	-3.3
Fc1ccc(-c2ccnc3nc(N4CCOCC4)nn23)cc1
    22.4	-38.8[20 µM]	i	0.3	0.3	-8.9	-0.1	-0.994	-25.3
COC(=O)c1sccc1S(=O)(=O)Nc1ccc(S(N)(=O)=O)cc1
    -6.5	-21.7	-23.0	1.2	0.1	-10.0	0.9	2.03	3.2
CCc1ccc(C2N(c3ccc(OC)cc3)C(=O)C3CCCN32)cc1 (stereo not drawn)
    11.2	-29.2	0.4	2.1	0.4	-1.5	-5.7	nt	-9.3
CCCCN(C)CCCNC(=O)c1ccc2c(c1)NC(=O)C(N1CCOCC1)S2 (stereo not drawn)
    9.4	-18.3	9.2	1.9	-0.1	5.6	4.2	nt	-28.8
COc1ccc(/C=N/S(=O)(=O)c2ccccc2)cc1OC
    10.1	-20.2	-5.0	0.3	1.6	-6.7	-13.1	-0.0716	-6.5
COc1ccc(CCNC(=O)CC2SC(=NCc3ccccc3)NC2=O)cc1 (stereo not drawn)
    -1.8	-10.6	9.4	0.9	0.4	-0.8	-2.6	-0.236	14.5
COc1ccc(N2CCN(C(=O)C3CCCO3)CC2)cc1 (stereo not drawn)
    16.3	-11.5[20 µM]	0.0	0.5	0.4	-4.3	-3.5	0.0477	-0.5
COC(=O)C1(C)NC(c2ccc(O)cc2)C2C(=O)N(c3ccc4c(c3)OCCO4)C(=O)C21 (stereo not drawn)
    19.6	-14.0	-11.5	-0.4	0.8	1.1	-0.3	-0.941	-19.8
O=C(NCC1(c2ccccc2)CCCC1)c1cccc(Br)c1
    10.4	-9.9[20 µM]	-10.9	-2.0	8.1	5.7	-2.1	-1.16	3.1
O=C(c1cccc(Cl)c1)N1CCN(Cc2ccccc2F)CC1
    -6.3	-43.4[20 µM]	-3.6	0.6	0.9	4.5	23.0	nt	10.7
COCC1CCN(Cc2cn(-c3ccccc3F)nc2-c2cc(C)sc2C)CC1
    3.0	-1.2	6.3	-2.3	0.0	2.3	-3.5	0.0278	-10.2
